Screening results from PubChem BioAssay.
HepG2 tox: kills HepG2 cells in TGF-b inhibitor counter-screen | Potency, µM (doses to about 46.1 µM), for the others: at the highest dose activity change, negative = cytotoxicity, most hits filed as cytotoxic | HepG2 CAGA-GFP viability, ATP luminescence, 18 h | 410,000 compounds, 0.76% hits | AID 588856; note: potency is the fitted concentration of half-maximal effect; some results filed as inactive show a strong effect at the top dose
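CellTiter-Glo luminescence gave cytotoxicity after 18 hours at 37 degrees C. The cells were HepG2 CAGA-GFP in 1% FBS DMEM, stimulated with 500 pg/mL TGF-beta after compound addition. %Activity was normalised to no-cell wells (complete cell-killing) and DMSO (no toxicity), and curves were fitted and classified.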
S2 tox: cell viability loss in ATXN counter-screen. S2 cells (HEK-293 line with an ATXN2-luciferase reporter) viability, CellTiter-Fluor protease fluorescence, 24 h. Potency, µM (top dose mostly 56.7 µM), actives largely listed as cytotoxic. 400,000 compounds, 0.49% hits. AID 651635; note: potency is the fitted concentration of half-maximal effect; nearly all actives have a fitted effect of over 40% in size
TGFb SMAD3 inh: TGF-b pathway inhibition. 410,000 compounds, 1.2% hits. HepG2 CAGA-GFP TGF-b/SMAD3 reporter, GFP fluorescence, 18 h; TGF-beta stimulated, 500 pg/mL final. Potency, µM (titrated, usually from 46.1 µM), inactives show at the top dose activity, negative = inhibition, usual class: inhibitors; note: potency is the fitted concentration of half-maximal effect; % is set by controls: 0 for no effect and ±100 for the full control effect; nearly all actives have a fitted effect of over 65% in size
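Inhibition was scored as loss of TGF-beta-induced (500 pg/mL final, 18 hours, 37 degrees C) GFP in HEPG2 cells carrying a CAGA-GFP reporter, in DMEM with 1% FBS. Well GFP was summed per cell; Activity was normalised to unstimulated and stimulated DMSO wells, then concentration-response fitting.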
A549 tox: counter-screen for Nrf2 inhibitors: cytotoxicity in A549 cells; A549 ARE-Fluc cells, CellTiter-Fluor viability, 18-24 h; Potency, µM (doses to about 46 µM), without a hit: at the top dose activity change, negative = cytotoxicity, most hits filed as inhibitors; 390,000 compounds, 0.16% hits; AID 504648; note: potency is the fitted concentration of half-maximal effect; % is set by controls: 0 for no effect and ±100 for the full control effect
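A549 ARE-Fluc cells in 5% FBS OPTI-MEM, 5000 cells/well, rested 2 h then exposed to compounds in concentration-response for 18-24 h at 37 °C. Viability by CellTiter-Fluor fluorescence (Ex 405/Em 525) after 30 min; luciferase luminescence (BugLite, 15 min, RT) read afterwards.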
ATXN2 expr inh: ATXN2 expression inhibition; AID 1745845; HEK-293 ATXN2-luciferase reporter, luminescence, 24 h; 360,000 compounds, 0.72% hits; Potency, µM (highest dose often 57 µM), for inactives: at the highest dose activity change, negative = inhibition, hits mostly inhibitors; note: potency is the fitted concentration of half-maximal effect; % is set by controls: 0 for no effect and ±100 for the full control effect; nearly all actives have a fitted effect of over 55% in size
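ATXN2-luciferase reporter cells (luciferase flanked by upstream and downstream ATXN2 gene portions) were treated 24 h at 37 °C with compounds at up to 57 uM. SteadyGlo luminescence gave expression; GF-AFC fluorescence gave viability.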
MCF10A rereplic: inducers of DNA re-replication in MCF 10A breast cells | 350,000 compounds, 2.9% hits | AID 624296 | Potency, µM (series often up to 46.1 µM), without a hit: at the highest dose activity, positive = re-replication, most hits filed as activators | MCF 10A DNA re-replication, Hoechst nuclear intensity, 48 h; note: potency is the fitted concentration of half-maximal effect; % of control where 0% means no effect; nearly all actives have a fitted effect of over 50% in size
Nrf2 inh: Nrf2 pathway inhibition; A549 ARE-Fluc reporter, luciferase luminescence, 18-24 h; Potency, µM (titrated, usually from 46 µM), inactives show at the top dose activity change, negative = inhibition, actives largely listed as inhibitors; 360,000 compounds, 2.1% hits; AID 504444; note: potency is the fitted concentration of half-maximal effect; % is set by controls: 0 for no effect and ±100 for the full control effect; nearly all actives have a fitted effect of over 60% in size
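Nrf2 function is reported as luminescence of an ARE-controlled luciferase in A549 cells. Compounds were tested at several concentrations, and a CellTiter-Fluor read on the same wells flagged cytotoxicity.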
Nrf2 ARE act: activators of Nrf2 (ARE) signaling | AREc32 ARE-luciferase reporter (MCF7-derived line), luminescence, 24 h | Potency, µM (top dose mostly 46.1 µM), for the others: at the top dose activation, most hits filed as activators | 410,000 compounds, 0.31% hits; note: potency is the fitted concentration of half-maximal effect; % of control where 0% means no effect; nearly all actives have a fitted effect of over 65% in size
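ARE-driven firefly luciferase activity in AREc32 cells measured after a 24 hr compound exposure at 37 deg C, using Steady-Glo reagent and a 30 min room-temperature hold.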
IL-1B inflam inh: blocks inflammasome-driven IL-1 beta release. THP-1 LPS/ATP IL-1B secretion, AlphaLISA, 16 h; stronger effect = lower value. activity change, % at 57.5 µM. 360,000 compounds, 4.7% hits. AID 743279; in the data active = activity change below about -50%; inconclusive = mostly about -30% to -49%; note: % is set by controls: 0 for no effect and ±100 for the full control effect
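THP-1 cells pretreated 1 hr with compounds (up to 57.5 uM final), then stimulated with LPS (250 ng/mL final) plus ATP (1.25 mM final); secreted IL-1B measured by AlphaLISA after 16 hr, decreased signal indicating inhibition.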
* hit, by the source's call; i = inactive; u = inconclusive; x = no result given; & = joins results of further samples; [ ] = dose if it differs, or a comment. Unless noted, calls come from the whole dose curve; as a rule, active = well fitted curve in the direction sought with a large enough effect; inconclusive = small, poorly fitted or top-dose-only effect, or another doubt; inactive = no such curve, though single readings can be large; an effect the other way counts as inactive or inconclusive. An unsorted share of the library; any-hit rate near 8.8%.

Results follow in this order: HepG2 tox	S2 tox	TGFb SMAD3 inh	A549 tox	ATXN2 expr inh	MCF10A rereplic	Nrf2 inh	Nrf2 ARE act	IL-1B inflam inh
Cc1ccccc1C1c2[nH]c3ccccc3c2C[C@H]2C(=O)N(c3ccccc3C(=O)NCCCN3CCOCC3)C(=O)N12 (stereo partly specified)
  -10%	i	10%	-11%	-7%	12µM*	u	4.1%	-7
CCOC(=O)[C@@H]1[C@H]2COc3ccc(Br)cc3[C@@H]2N2C(=O)N(c3ccc(OC)cc3)C(=O)[C@@]12C
  0%	u	0%	-12%	-5%	-2%	u	0.2%	12
Cc1ccc(S(=O)(=O)NCCC(=O)NCC(c2cccs2)N(C)C)cc1 (stereo unspecified)
  -6%	i	-12%	3%	-10%	-6%	3%	-1.1%	-3
O=C1NC(=O)C(=Cc2ccco2)S1
  9%	i	-3%	-5%	11%	-28%	-11%	1.3%	23
O=C(COc1ccc(S(=O)(=O)NC2CCCCC2)cc1Cl)NCc1ccc2c(c1)OCO2
  6%	i	-20%	-5%	-9%	10%	u	3.9%	5
O=C(Nc1c(C(=O)c2ccc(Cl)cc2)oc2ccccc12)c1cc(=O)c2ccccc2o1
  4%	i	1%	7%	5%	x	3%	-0.5%	x
COc1ccccc1-c1nn(Cc2ccccc2)cc1C(=O)NCC(c1ccco1)N1CCCC1 (stereo unspecified)
  3%	i	-12%	-6%	6%	u	-3%	0.3%	14
O=C(Nc1ccc(Cl)cc1F)c1cc(S(=O)(=O)N2CCCCC2)ccc1F
  -1%	i	u	1%	-14%	4%	2%	-0.8%	7
O=C1NC[C@H](CCCCN2C[C@H](Cc3ccc(O)cc3)N(Cc3ccccc3)C(=O)C2=O)N(CCc2ccccc2)C1=O
  x	i	x	x	16%	x	x	-1.2%	22
CCOC(=O)Cn1c(=O)oc2ccc(C)cc21
  7%	i	6%	0%	14%	-2%	5%	-0.4%	u
Cn1c(N)c(C#N)c2c(c1=S)CSC(C)(C)C2
  -8%	i	4%	-4%	2%	-1%	u	0.0%	21
CCOC(=O)N1CCN(C(=O)c2ccc3c(=O)n(CCc4ccc(OC)c(OC)c4)c(=O)[nH]c3c2)CC1
  11%	i	1%	-2%	-2%	19%	-10%	-0.1%	10
Clc1cccc(CSc2ccc(-c3cccs3)nn2)c1
  -3%	x	-4%	18%	x	x	16%	15%	x
COc1cccc(OCC(O)CN2CCc3ccccc3C2)c1 (stereo unspecified)
  -6%	i	-1%	-2%	-8%	-1%	3%	-0.4%	0
Cc1cc(C(=O)Cn2cnc3ccc(Cl)cc3c2=O)c(C)n1C1CC1
  11%	i	3%	-3%	4%	-5%	-7%	-0.3%	-10
O=C1c2cccc([N+](=O)[O-])c2C(=O)N1c1ccccc1
  14%	i	-8%	10%	-19%[11.3 µM]	4%	2%	0.1%	8
Cc1cccnc1NC(=O)c1sc2ccccc2c1Cl
  -7%	i	-8%	13%	26%	3%	u	u	-18
CC1=C(C(=O)N(C(C)C)C(C)C)CC(CC(=O)NC2CCCCC2)C(=O)N1Cc1ccc(F)cc1 (stereo unspecified)
  -13%	i	u	x	0%	x	x	-0.5%	-18
CCc1nc2c(OCCOc3ccc(F)cc3)cccn2c1N(C)C(=O)c1ccco1
  -4%	i	u	x	u	x	x	0.0%	u
COc1ccc(N(C(=O)Cc2cccs2)C(C(=O)NC2CCCCC2)c2cccn2C)cc1OC (stereo unspecified)
  -15%	i	5%	-13%	1%	-5%	1%	-0.6%	-6

(more compounds)
Results follow in this order: HepG2 tox	S2 tox	TGFb SMAD3 inh	A549 tox	ATXN2 expr inh	MCF10A rereplic	Nrf2 inh	Nrf2 ARE act	IL-1B inflam inh
CCCCSc1nnc(-c2c[nH]c3ccccc23)n1C
  -1%	i	u	1%	24%	4%	-16%	1.9%	-19
Cc1ccc(NC(=O)COC(=O)COc2cccc3c2OC(C)(C)C3)cc1S(=O)(=O)N1CCOCC1
  -14%	i	6%	-5%	9%	-1%	3%	-0.2%	4
CCCCN(CC)CCCNC(=O)CS(=O)(=O)Cc1nc(-c2cccc(OC)c2)oc1C
  -39%	x	-10%	-11%	x	-5%	16%	-0.2%	-20
O=C(NCCO)c1nc(NCCO)c2ccccc2n1
  -1%	i	11%	-1%	0%	-17%	x	-0.1%	-6
CC1Cc2ccccc2N1C(=O)C12CCC(C)(C(=O)C1)C2(C)C (stereo unspecified)
  -27%	i	2%	-10%	-12%	14%	-12%	0.1%	37
Cc1n[nH]c(C)c1CCC(=O)N/N=C/c1c[nH]c2ccccc12
  -58%	i	0%	2%	0%	23%	8%	2.5%	18
Nc1nc(NC(=O)Cc2ccccc2)nn1-c1ccccc1
  0%	i	16%	-5%	7%	-5%	-3%	-0.6%	-1
O=C(Nc1ccc(F)c(Cl)c1)c1ccc2nc([C@@H]3O[C@H](CO)[C@H](O)[C@H](O)[C@H]3O)[nH]c2c1
  0%	i	-10%	x	1%	x	x	0.1%	4
CCN(CC)CCNS(=O)(=O)c1ccc2[nH]cc(C(=O)O)c(=O)c2c1
  9%	i	8%	13%[1.84 µM]	-10%	-8%	-11%	-0.7%	-4
COc1ccc(S(=O)(=O)N2CCN(Cc3cccc(OC)c3)CC2)cc1
  -16%	i	-25%	16%	x	1%	-28%	2.4%	-1
CCCc1cc(=O)[nH]c(SCC(=O)Nc2cc(S(=O)(=O)N(CC)c3ccccc3)ccc2Cl)n1
  -44%	i	u	12%	-11%	u	3%	3.4%	3
CN(Cc1ccccc1)c1nc2c(c(=O)[nH]c(=O)n2C)n1CCOc1ccccc1
  -19%	i	3%	-3%	-1%	3%	-26%	-0.1%	-8
COc1ccccc1NC(=O)NCCCl
  3%	i	-3%	0%	0%	8%	-1%	-0.1%	7
Cc1ccnc(SCC(=O)O)n1
  6%	i	16%	-7%	4%	5%	-6%	0.0%	30
O=C(CCS(=O)(=O)c1ccc(Br)cc1)NC1CCCC1
  -2%	i	5%	21%	7%	9%	14%	0.4%	13
CCOCCCN(CCC#N)S(=O)(=O)c1ccc(S(=O)(=O)N2CCCC2)cc1
  0%	i	4%	2%	-12%	5%	-5%	-0.1%	6
CC(C)NC(=O)Nc1ccc2c(c1)C(=O)N([C@H](C)CO)C[C@H](C)[C@@H](CN(C)C(=O)Nc1ccc(C(F)(F)F)cc1)O2
  0%	i	6%	0%	9%	u	1%	-0.9%	-11
Cc1cc(C)c(C(=O)CN2C(=O)NC3(CCCCCC3)C2=O)cc1C
  -8%	i	-4%	4%	27%	u	u	1.9%	-19
CSCCC(NC(=O)c1ccc([N+](=O)[O-])cc1Cl)C(=O)OCC(=O)N1CCN(C(C)=O)CC1 (stereo unspecified)
  -46%	i	-2%	0%	0%	-2%	9%	0.3%	12
COc1ccc(NC(=O)c2c(-c3ccccc3)c(-c3ccccc3)nn(C)c2=O)cc1OC
  -42%	x	-21%	-7%	x	x	21%	0.3%	x

Other results follow.
Results follow in this order: HepG2 tox	S2 tox	TGFb SMAD3 inh	A549 tox	ATXN2 expr inh	MCF10A rereplic	Nrf2 inh	Nrf2 ARE act	IL-1B inflam inh
Cc1ccc(C(=O)Nc2ccc(Cl)cn2)cc1
  -24%	i	-1%	-6%	5%	22%	u	-0.2%	24
CCOC(=O)C1=CCC(C(C)(C)C)N(S(=O)(=O)c2ccc(C)cc2)C1 (stereo unspecified)
  -5%	u	-22%	x	2%	x	x	0.1%	59
O=C(O)c1cccc(NC(=O)c2ccc3c(c2)C(=O)N(CC2CCCO2)C3=O)c1 (stereo unspecified)
  -2%	x	0%	-5%	x	-1%	0%	-0.1%	-19
COc1ccc(/C=C2\CCc3ccccc3C2=O)cc1Cn1cccn1
  -57%	i	u	-17%	-1%	u	2.3µM*	17%	u
N#Cc1ccc(-c2ccc(OCC(=O)NCCc3ccccc3)cc2)cc1
  -15%	i	-6%	-2%	-6%	6%	-5%	2.1%	6
Cc1ccc(Sc2c([N+](=O)[O-])ncn2C)cc1
  -28%	i	-1%	-26%	-1%	u	-11%	u	-14
O=C(Nc1ccc(Oc2ccccc2)nc1)C1CCCCN1Cc1cccc(OCCO)c1 (stereo unspecified)
  -13%	i	u	3%	9%	17%	-5%	0.4%	9
COc1ccc(CS(=O)(=O)CC(C)(O)c2ccccc2)cc1 (stereo unspecified)
  -5%	i	5%	5%	8%	-3%	3%	0.1%	-4
Nc1cc(N2CCCC2)ccc1[N+](=O)[O-]
  -22%	u	-3%	u	-3%	2%	u	2.5%	-12
O=C(Cn1cc(CCO)nn1)N1CCNCC1
  6%	i	10%	8%	-3%	-4%	-2%	-0.4%	10
Cc1ccc(C(=O)/C=C\NCc2ccccc2)cc1
  2%	i	-2%	4%	26%	u	u	0.6%	u
c1ccc2[nH]c(-c3ccnc4ccccc34)nc2c1
  -7%&3%	i	13%&-17%	-3%&-2%	52%[activator]	-5%&-1%	u	17%&0.4%	u

Complete entries as entered above.
Cc1ccc(C(=O)Nc2ccc(Cl)cn2)cc1 is listed as HepG2 tox = -24%; S2 tox = i; TGFb SMAD3 inh = -1%; A549 tox = -6%; ATXN2 expr inh = 5%; MCF10A rereplic = 22%; Nrf2 inh = u; Nrf2 ARE act = -0.2%; IL-1B inflam inh = 24
Cc1ccc(C(=O)/C=C\NCc2ccccc2)cc1 is listed as HepG2 tox = 2%; S2 tox = i; TGFb SMAD3 inh = -2%; A549 tox = 4%; ATXN2 expr inh = 26%; MCF10A rereplic = u; Nrf2 inh = u; Nrf2 ARE act = 0.6%; IL-1B inflam inh = u
